CCHFV vOTU inh – blocks the CCHF virus ovarian tumor domain protease. CCHFV vOTU protease, Pep-AMC fluorescence. inhibition, % at 11.5 µM. 0.55% of 370,000 active. AID 651958; in the data active = inhibition above about 30%; note: 0% = vehicle wells with enzyme and 100% = no enzyme wells
BH1578 lux ind – inducers of Vibrio cholerae quorum light production without autoinducers. 0.16% of 350,000 active. activation, % at 18.7 µM. V. cholerae BH1578 lux reporter, luminescence, 6 h; in the data active = activation mostly above about 9.7%, no sharp cut-off; inconclusive = no clear call, values can overlap the other calls; inactive = mostly below about 3.7%; note: not every result past the cut was called active; inactives centre near 0; reference of the scale not given here
Y pestis TopoI – Y. pestis Topo-I inhibition via cleavage products | AID 504884 | activity, % at 10 µM | Y. pestis Topo-I cleavage product accumulation, plate reader | 0.064% of 360,000 active; in the data active = activity above about 50%, passing the limit was not always enough; inconclusive = no clear call, values can overlap the other calls; note: inactives centre near 2
PfHsp40 yeast – restores yeast growth despite PfHsp40 toxicity; S. cerevisiae expressing PfHsp40, growth rescue, ATP luminescence; 0.68% of 340,000 active; growth rescue, % at 12.5 µM; AID 504582; in the data active = growth rescue above about 28%, passing the limit was not always enough; inconclusive = no clear call, values can overlap the other calls;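 note: yeast W303a lacking pdr1 and pdr3 grown in galactose medium; growth measured after three days at 30 °C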
VHR inh abs – inhibitors of human VHR1 phosphatase (DUSP3); inhibition, % at 13.3 µM; recombinant VHR phosphatase, pNPP absorbance; AID 1654; 0.52% of 290,000 active; P51452; in the data active = inhibition above about 50%; note: some compounds called inactive have numbers as strong as hits
Target sequence (P51452 whole entry, looked up): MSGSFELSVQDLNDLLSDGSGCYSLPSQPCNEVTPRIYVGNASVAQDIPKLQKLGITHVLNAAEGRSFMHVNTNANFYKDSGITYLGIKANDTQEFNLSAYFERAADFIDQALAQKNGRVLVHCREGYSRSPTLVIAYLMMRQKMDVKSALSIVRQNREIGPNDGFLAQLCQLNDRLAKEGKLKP
Anthrax LF prot – blocks Bacillus anthracis lethal factor protease | multiplex microsphere protease cleavage assay, LF | inhibition, % at 10 µM | 0.12% of 360,000 active | AID 588501 | P15917; note: plate controls were buffer without enzyme for full effect and enzyme alone for no effect
Target sequence (P15917 whole entry, looked up): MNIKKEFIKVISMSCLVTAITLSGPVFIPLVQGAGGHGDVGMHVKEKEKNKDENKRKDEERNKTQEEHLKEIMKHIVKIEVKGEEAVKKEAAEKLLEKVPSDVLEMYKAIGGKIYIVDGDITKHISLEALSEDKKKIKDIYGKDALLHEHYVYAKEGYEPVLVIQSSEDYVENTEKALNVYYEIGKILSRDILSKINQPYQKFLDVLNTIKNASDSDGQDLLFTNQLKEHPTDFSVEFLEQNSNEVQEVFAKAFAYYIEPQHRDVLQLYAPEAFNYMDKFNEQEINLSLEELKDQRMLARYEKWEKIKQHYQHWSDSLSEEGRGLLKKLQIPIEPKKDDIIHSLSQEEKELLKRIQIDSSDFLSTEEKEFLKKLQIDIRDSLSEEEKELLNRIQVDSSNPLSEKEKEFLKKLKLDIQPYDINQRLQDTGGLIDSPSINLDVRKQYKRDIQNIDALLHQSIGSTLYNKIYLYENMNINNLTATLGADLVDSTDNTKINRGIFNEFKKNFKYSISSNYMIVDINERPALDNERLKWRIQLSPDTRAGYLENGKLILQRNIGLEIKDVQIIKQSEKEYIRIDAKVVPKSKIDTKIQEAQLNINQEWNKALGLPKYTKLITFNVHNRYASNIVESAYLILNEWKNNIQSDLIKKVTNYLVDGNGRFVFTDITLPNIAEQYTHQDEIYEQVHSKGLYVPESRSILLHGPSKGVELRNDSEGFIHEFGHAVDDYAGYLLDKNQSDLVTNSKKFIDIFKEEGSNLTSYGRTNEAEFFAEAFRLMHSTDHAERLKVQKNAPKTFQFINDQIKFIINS
BoNT A protease – blocks Botulinum neurotoxin A light chain protease; multiplex microsphere protease substrate cleavage, flow cytometry; inhibition, % at 10 µM; 0.17% of 360,000 active; note: plate controls were buffer without enzyme for full effect and enzyme alone for no effect
TcdB GH inh – blocks C. difficile toxin B glycohydrolase activity; P18177; TcdB glycohydrolase enzymatic assay, plate reader; inhibition, % at 9.99 µM; 0.24% of 350,000 active; in the data active = inhibition above about 10%
3CLpro inhibitor – SARS-CoV 3CLpro protease inhibition. P0C6X7. recombinant SARS-CoV 3CLpro, quenched FRET peptide cleavage. inhibition, % at 6 µM. 0.14% of 290,000 active; in the data active = inhibition above about 12%
SSB-PriA inh – inhibitors of Klebsiella pneumoniae PriA binding to SSB C-terminal tail; AlphaScreen SSBct-PriA binding, biotinylated peptide; inhibition, % at 33 µM; 0.6% of 430,000 active; AID 1272365; in the data active = inhibition mostly above about 37%, no sharp cut-off; inactive = mostly below about 20%;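 note: plate controls were negative control peptide for no effect and reference peptide for full effect; strong numbers were not always called active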
* = called active by the depositor; i = inactive; ? = inconclusive; . = no result given; & = joins results of further samples. Cut-off read from the data, not from the text of the source, unless noted: active = inhibition above about 30%; inconclusive = no clear call, values can overlap the other calls; inactive = below that. Only part of the results is shown, so the mix of outcomes need not match the whole.

1: CC(C)CN(C(=O)CSc1nnc(-c2cccs2)n1C1CC1)C1CCS(=O)(=O)C1 (stereo not given)
2: COC(=O)c1cccc(Nc2ncnc3ccc(C)cc23)c1
3: CCSc1nnc(NC(=O)CSc2nnc(CNC(=O)c3ccc(OC)c(OC)c3)o2)s1
4: COCCC(=O)N1CCC(Oc2ccc(C(=O)N3C[C@@H](C)O[C@@H](C)C3)cc2)CC1
5: CCN(C(=O)CSc1nc2ccccc2[nH]1)C1CCS(=O)(=O)C1 (stereo not given)
6: O=C(C1CCN(S(=O)(=O)c2cccs2)CC1)N1CCN(c2ccccc2O)CC1
7: COc1nc(=O)n(C2CCCO2)cc1C (stereo not given)
8: Cc1ccccc1-n1c(C)c(C#N)c(=O)c(-[n+]2ccccc2)c1[S-]

compound no.,1,2,3,4,5,6,7,8
CCHFV vOTU inh,-5,-8,-4,-5,5,-1,-14,13
BH1578 lux ind,0.4,i,-0.2,-3.6,i,-3.7,-1.1,-0.3
Y pestis TopoI,-7,-2,0,-1,6,26,-3,-12
PfHsp40 yeast,.,0.9,-0.4,0.4,-0.6,-0.6,-2.2,1.4
VHR inh abs,.,10,0,25,.,.,.,2
Anthrax LF prot,-8,-1,0,-3,-2,4,-1,0
BoNT A protease,-0.3,0.2,-0.7,-0.4,-3.1,2.1,-0.3,0.1
TcdB GH inh,-2.7,0.2,-0.2,1.2,1.2,-2.4,0.7,0.4
3CLpro inhibitor,.,3,0,1,.,.,.,3
SSB-PriA inh,.,-3,-13,-8,-8,-15,-3,-4

Some of the entries above, reformatted.
cpd	Molecule	CCHFV vOTU inh	BH1578 lux ind	Y pestis TopoI	PfHsp40 yeast	VHR inh abs	Anthrax LF prot	BoNT A protease	TcdB GH inh	3CLpro inhibitor	SSB-PriA inh
4	COCCC(=O)N1CCC(Oc2ccc(C(=O)N3C[C@@H](C)O[C@@H](C)C3)cc2)CC1	-5	-3.6	-1	0.4	25	-3	-0.4	1.2	1	-8
5	CCN(C(=O)CSc1nc2ccccc2[nH]1)C1CCS(=O)(=O)C1 (stereo not given)	5	i	6	-0.6	.	-2	-3.1	1.2	.	-8
6	O=C(C1CCN(S(=O)(=O)c2cccs2)CC1)N1CCN(c2ccccc2O)CC1	-1	-3.7	26	-0.6	.	4	2.1	-2.4	.	-15
7	COc1nc(=O)n(C2CCCO2)cc1C (stereo not given)	-14	-1.1	-3	-2.2	.	-1	-0.3	0.7	.	-3
8	Cc1ccccc1-n1c(C)c(C#N)c(=O)c(-[n+]2ccccc2)c1[S-]	13	-0.3	-12	1.4	2	0	0.1	0.4	3	-4

Back to the main list, starting 2 compounds before the break.
7: COc1nc(=O)n(C2CCCO2)cc1C (stereo not given)
8: Cc1ccccc1-n1c(C)c(C#N)c(=O)c(-[n+]2ccccc2)c1[S-]
9: O=C(C1CCN(C2CCN(Cc3ccc4cc(F)ccc4n3)CC2)CC1)N1CCCC1
10: CCOc1cc(/C=N/N=C2/NC(=O)C(CC(=O)O)S2)ccc1OCc1ccc(Cl)cc1 (stereo not given)
11: NC(=O)c1ccc(NC(=O)CSc2nnc(-c3ccc4c(c3)OCO4)o2)cc1
12: Cc1nc2nc(COc3ccccc3)[nH]n2c(=O)c1Cc1ccccc1
13: O=C(c1ccc(-n2cncn2)c([N+](=O)[O-])c1)N1CCN(S(=O)(=O)c2ccc(Br)cc2)CC1
14: COc1ccc(-c2nc(CN(Cc3cnn(C)c3)C(C)C)c(C)o2)c(OC)c1
15: Cc1cccc2nc(CSc3ccccc3N)cn12
16: CCOC(=O)C(CC)/C(C)=N\NC(=O)c1ccccc1O (stereo not given)

compound no.,7,8,9,10,11,12,13,14,15,16
CCHFV vOTU inh,-14,13,12,15,-4,12,9,-8,-1,-7
BH1578 lux ind,-1.1,-0.3,i,-2.0,-0.3,-0.2,-0.8,.,i,i
Y pestis TopoI,-3,-12,7,2,10,-5,5,7,1,-9
PfHsp40 yeast,-2.2,1.4,0.3,0.4,1.0,-0.3,-1.3,-1.3,-0.4,110*
VHR inh abs,.,2,29,13,.,-11,.,30,.,-13
Anthrax LF prot,-1,0,4,-1,-4,12,.,-2,-4,-2
BoNT A protease,-0.3,0.1,-0.4,-0.4,-0.5,-0.6,.,-0.5,-0.3,-1.0
TcdB GH inh,0.7,0.4,0.8,0.0,0.6,.,-1.4,1.2,.,-4.7
3CLpro inhibitor,.,3,-9,6,.,-5,.,-4,3,-1
SSB-PriA inh,-3,-4,2,.,-2,-10,-9,-5,12&-6,.

17: COc1cccc(NC(=O)COc2coc(CN3CCc4ccccc4C3)cc2=O)c1
18: CC1(C)Cc2c(cnn2-c2cccc(F)c2)C(NC(=O)c2ccc[n+]([O-])c2)C1 (stereo not given)
19: Nc1ccc2c(c1)Cc1cc([N+](=O)[O-])ccc1-2
20: Cc1ccc(NC(=O)C2CCN(C(=O)c3ccco3)CC2)cc1C
21: CSc1ccc(Cl)c(C(=O)OCC(=O)N(C)CCC#N)c1
22: COCCSc1nnc(NS(=O)(=O)c2ccccc2)s1
23: Cc1cccc(-n2nnnc2SCC(=O)NCC2(N3CCOCC3)CCCCC2)c1C
24: COc1cc(/C=C/C(=O)OCC(=O)N2c3ccccc3CC2C)cc(OC)c1OC (stereo not given)

compound no.,17,18,19,20,21,22,23,24
CCHFV vOTU inh,0,4,7,7,-12,-14,13,8
BH1578 lux ind,4.3,-0.5,-0.3,i,i,-0.3,-1.3,i
Y pestis TopoI,5,6,-22,5,9,-10,21,9
PfHsp40 yeast,-0.5,-0.2,4.6,0.8,0.3,1.1,-0.9,2.8
VHR inh abs,.,4,9,0,17,12,.,.
Anthrax LF prot,-4,-10,3,3,-3,1,-10,-7
BoNT A protease,-7.5,-44,3.6,1.0,0.7,0.6,-0.4,-0.7
TcdB GH inh,0.4,1.1,-1.6,0.5,-0.1,1.9,1.3,-1.6
3CLpro inhibitor,.,1,0,1,-1,4,.,.
SSB-PriA inh,3,0,-9,-1,-16,-14,-3,-5

25: CC12CCC(c3c(C(=O)O)nn(-c4ccc(F)cc4)c31)C2(C)C (stereo not given)
26: CC(C)(C)c1ccc(C(=O)NCCN2CCOCC2)cc1
27: Nc1c(C(=O)Nc2ccccc2Cl)nnn1-c1ccc2c(c1)OCCO2
28: CCOC(=O)N1CCN(C(=O)CS(=O)(=O)c2cn(Cc3ccc(Cl)cc3)c3ccccc23)CC1
29: COc1cccc(CN(C)C(=O)C2CCN(S(=O)(=O)c3ccc(C)cc3)CC2)c1OC
30: CN(C1CCCCC1)S(=O)(=O)c1ccc(S(=O)(=O)N2CCN(C(=O)c3ccccc3F)CC2)cc1
31: COc1ccc(CCNC(=O)NS(=O)(=O)c2ccc(C)cc2)cc1OC
32: CN(Cc1ccco1)C(=O)c1ccc(OC2CCN(Cc3ccccn3)CC2)cc1

compound no.,25,26,27,28,29,30,31,32
CCHFV vOTU inh,20,-2,-15,-1,-2,-6,-2,11
BH1578 lux ind,i,-0.6,-5.6,-0.3,-1.4,i,i,1.1
Y pestis TopoI,4,1,4,19,29,0,-2,1
PfHsp40 yeast,-0.5,0.4,-1.1,1.6,-1.5,1.5,-0.2,-0.3
VHR inh abs,33,.,16,15,.,18,-2,4
Anthrax LF prot,-1,-11,-5,-6,3,-6,1,2
BoNT A protease,-0.6,-1.4,0.3,0.3,-2.4,0.7,-1.3,-1.0
TcdB GH inh,.,0.1,0.2,0.7,0.3,.,0.4,-1.0
3CLpro inhibitor,-1,.,-1,2,.,3,-2,5
SSB-PriA inh,-12,-6,4,1,.,-10,-6,-14

33: CCCC(c1nnnn1CCc1ccccc1)N1CCC(C(N)=O)CC1 (stereo not given)
34: O=C(COC(=O)CN1C(=O)C2CCCCC2C1=O)Nc1cc(F)ccc1F (stereo not given)
35: O=C(COC(=O)c1cn(-c2ccccc2)nc1-c1ccc(F)cc1)Nc1ncc(Cl)cc1Cl
36: CC1=NN(C(=O)Cn2nc([N+](=O)[O-])cc2C)C(O)(C(F)(F)F)C1 (stereo not given)
37: CCCS(=O)(=O)NC(=O)C1(C)CCCN(C(=O)COCc2ccccc2)C1 (stereo not given)
38: COc1ccccc1N1CCN(C(=O)Cn2nnc(-c3cccs3)n2)CC1
39: O=C1NC(=O)N(Cc2ccccc2)C(=O)/C1=C\N1CCCc2ccccc21
40: Cc1c(NC(=O)CSCc2ccccc2)cccc1C(=O)O

compound no.,33,34,35,36,37,38,39,40
CCHFV vOTU inh,-6,-6,-1,-7,-13,1,-6,7
BH1578 lux ind,-3.1,-1.9,i,-0.3,0.6,-0.9,-0.4,0.4
Y pestis TopoI,8,8,1,2,5,-10,2,0
PfHsp40 yeast,-2.5,-0.7,0.7,-0.9,.,-0.5,2.2,-0.1
VHR inh abs,18,.,9,8,.,0,-8,12
Anthrax LF prot,-11,2,1,0,-2,-3,0,-14
BoNT A protease,-1.1,1.0,0.0,0.1,-0.6,0.3,1.5,-0.6
TcdB GH inh,.,-0.9,2.1,.,0.2,.,.,1.1
3CLpro inhibitor,4,.,4,3,.,2,4,-6
SSB-PriA inh,-5,0,-12,-9,.,-4,1,-10

41: COCCNC(=O)CSc1ccccc1C(=O)NCC1CCCCC1
42: CCCCCCCCCC(=O)Nn1cnc2ccccc2c1=O
43: Cc1cc(C)n(-c2nc3ccccc3c(=O)n2OCC(=O)Nc2c(C)cccc2C)n1
44: COc1ccc(C(=O)Nc2cccc(N(C)S(C)(=O)=O)c2)cc1OC
45: O=C(Cc1ccccc1)N1CCN(C2CCCCCC2)CC1
46: COc1ccc(/C=C/c2nnc(NC(=O)C(C)C)s2)cc1
47: Cc1c(Cl)cccc1N1C(=O)CC(N(O)c2ccccc2)C1=O (stereo not given)
48: CCOc1ccccc1CNC(=O)CCNS(=O)(=O)c1ccc2[nH]c(=O)oc2c1

compound no.,41,42,43,44,45,46,47,48
CCHFV vOTU inh,6,17,5,-10,-6,-18,7,0
BH1578 lux ind,i,-0.5,-0.5,1.7,1.5,-0.6,i,i
Y pestis TopoI,5,16,1,22,1,7,2,-1
PfHsp40 yeast,-0.1,-0.2,0.5,-1.0,1.0,-1.0,0.3,1.1
VHR inh abs,13,15,-16,-5,19,21,13,9
Anthrax LF prot,8,1,-1,-4,-8,-21,2,1
BoNT A protease,0.0,-0.1,-1.1,-1.5,-1.0,?,-0.5,-4.8
TcdB GH inh,0.4,-0.8,.,.,0.1,1.0,.,2.0
3CLpro inhibitor,2,-6,2,-3,-2,0,0,-5
SSB-PriA inh,-4,-3,-2,-8,-12,-10,-15,-6

49: CCN(CC(=O)NCc1ccncc1)S(=O)(=O)c1ccc(OC)cc1
50: CC(=O)NC(CC(=O)OCC(=O)N1CCN(S(=O)(=O)c2ccc(Cl)cc2)CC1)c1ccccc1 (stereo not given)
51: O=C(c1cc(COc2ccc(F)cc2Cl)on1)N1CCSCC1
52: O=C(c1ccco1)N1N=C(c2ccc(Cl)cc2)CC1(O)C(F)(F)F (stereo not given)
53: Cc1ccc2cc(CNC[C@H]3O[C@@H](n4cc(C)c(=O)[nH]c4=O)C[C@@H]3O)c(N3CCOCC3)nc2c1
54: CCOC(=O)C1CCN(C(=O)c2cccs2)CC1
55: Cn1c(SCC(=O)N2CCOCC2)nc2cccnc21

compound no.,49,50,51,52,53,54,55
CCHFV vOTU inh,8,-7,3,2,-7,-10,9
BH1578 lux ind,i,i,0.3,i,i,i,-0.3
Y pestis TopoI,8,9,21,11,0,-1,-6
PfHsp40 yeast,9.1,0.5,0.3,-0.4,.,-0.1,-0.6
VHR inh abs,39,.,45,10,.,6,15
Anthrax LF prot,0,0,5,-3,-2,0,-3
BoNT A protease,0.4,-1.7,-0.7,-0.9,0.0,0.3,-2.2
TcdB GH inh,0.0,0.1,0.8,0.4,1.1,0.3,.
3CLpro inhibitor,-6,.,-2,4,.,5,6
SSB-PriA inh,3,-4,-9,-3,.,-9,-17

Screening data deposited in PubChem BioAssay by several laboratories.
